High-throughput results (PubChem)
CCT chaperon mod – modulators of cytosolic chaperonin (CCT/TRiC) activity | purified chaperonin ATPase assay, HTRF ADP detection, 30 min | activity change, % (concentration not given with the values), hits read low | 0.3% of 360,000 active | AID 651819; in the data active = activity change below about -30%; note: % is set by controls: 0 for no effect and ±100 for the full control effect
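First, chaperonin was dispensed at 40 nM or 20 nM final depending on batch activity. Next, compounds were pinned at 76 uM and ATP added at 10 uM. After 30 min at 37 °C, ADP detection reagents ran 30 min at ambient temperature.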
Nrf2 block – blocks Nrf2 signaling; A549 ARE-Fluc reporter, luciferase luminescence, 18-24 h; Potency, µM (top dose mostly 46 µM), for the others: top-dose activity change, negative = inhibition, usual class: inhibitors; 2.1% of 360,000 active; note: potency is the fitted concentration of half-maximal effect; % is set by controls: 0 for no effect and ±100 for the full control effect; nearly all actives have a fitted effect of over 60% in size
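Nrf2 activity is the BugLite luminescence, read 15 min after reagent at room temperature, following CellTiter-Fluor cytotoxicity readout (30 min, 37C). Compound titrations were applied for 18-24 h to 5000 A549 ARE_Fluc cells/well in 5% FBS OPTI-MEM.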
TGFb SMAD3 inh – inhibitors of TGF-b signaling; HepG2 CAGA-GFP TGF-b/SMAD3 reporter, GFP fluorescence, 18 h; TGF-beta stimulated, 500 pg/mL final; Potency, µM (titrated, usually from 46.1 µM), inactives show at the highest dose activity, negative = inhibition, hits mostly inhibitors; 1.2% of 410,000 active; note: potency is the fitted concentration of half-maximal effect; % is set by controls: 0 for no effect and ±100 for the full control effect; nearly all actives have a fitted effect of over 65% in size
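Read-out: total well GFP (ex488/em500-530) summed from mean per-cell fluorescence. Cells: HEPG2 CAGA-GFP, 1% FBS DMEM, 18 h at 37 degrees C with 500 pg/mL final TGF-beta. Unstimulated wells served as the full-inhibition control; stimulated DMSO wells = 0%.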
MmCpn inh – M. maripaludis TRiC chaperonin inhibition; Potency, µM (highest dose often 76.9 µM), for inactives: top-dose activity, negative = inhibition, usual class: inhibitors; 0.031% of 330,000 active; purified Mm-Cpn ATPase, ADP Transcreener TR-FRET; note: potency is the fitted concentration of half-maximal effect; % is set by controls: 0 for no effect and ±100 for the full control effect; nearly all actives have a fitted effect of over 80% in size
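Eu-cryptate anti-ADP/ADP-d2 competition gives a ratio inversely related to ADP. Enzyme at 25 nM was pre-exposed to compound for 10 min, then given 10 uM ATP for 30 min, 37°C throughout.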
A549 tox – counter-screen for Nrf2 inhibitors: cytotoxicity in A549 cells; A549 ARE-Fluc cells, CellTiter-Fluor viability, 18-24 h; Potency, µM (series often up to 46 µM), for inactives: top-dose activity change, negative = cytotoxicity, hits mostly inhibitors; 0.16% of 390,000 active; AID 504648; note: potency is the fitted concentration of half-maximal effect; % is set by controls: 0 for no effect and ±100 for the full control effect
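Cytotoxicity counterscreen: CellTiter-Fluor fluorescence was measured in A549 ARE_Fluc cells after 18-24 h of compound exposure in a concentration series. The subsequent BugLite luminescent read reports ARE-luciferase activity.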
pAkt inh – Akt phosphorylation inhibition; activity change, % for hits at 50 µM; 0.32% of 360,000 active; Neuro2A IGF-stimulated pAkt S473 HTRF, 20 min; stronger effect = lower value; in the data active = activity change below about -80%; inconclusive = mostly about -51% to -80%; note: % is set by controls: 0 for no effect and ±100 for the full control effect
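Single-point screen (50 µM final compound) in Neuro2A cells stimulated 20 min with 6 nM IGF at 37 deg C. After lysis, Ser473-phosphorylated Akt read by HTRF (ex 330 nm, em 615/665 nm) as the 665/615 ratio.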
HepG2 tox – HepG2 cytotoxicity, counter-screen for TGF-b inhibitors; 0.76% of 410,000 active; Potency, µM (series often up to 46.1 µM), for inactives: at the highest dose activity change, negative = cytotoxicity, hits mostly cytotoxic; AID 588856; HepG2 CAGA-GFP viability, ATP luminescence, 18 h; note: potency is the fitted concentration of half-maximal effect; some results filed as inactive show a strong effect at the top dose
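CellTiter-Glo luminescence gave cytotoxicity after 18 hours at 37 degrees C. The cells were HepG2 CAGA-GFP in 1% FBS DMEM, stimulated with 500 pg/mL TGF-beta after compound addition. %Activity was normalised to no-cell wells (complete cell-killing) and DMSO (no toxicity), and curves were fitted and classified.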
Abeta yeast res – A-beta toxicity reversal in yeast; Potency, µM (doses to about 46.1 µM), inactives show top-dose growth rescue, hits mostly activators; yeast expressing A-beta42, growth rescue, OD600, 48 h; response scale: 0% DMSO, 100% iron-clioquinol control; 0.063% of 410,000 active; AID 1347071; note: potency is the fitted concentration of half-maximal effect; nearly all actives have a fitted effect of over 55% in size
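Yeast growth medium received pinned compounds, then yeast cells expressing toxic A-beta were added; plates incubated at 30 C for 48 hr. Growth read as absorbance at 600 nm, normalized to DMSO and equimolar FeCl3 plus clioquinol controls.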
Nrf2 ARE act – Nrf2 pathway activation; AREc32 ARE-luciferase reporter (MCF7-derived line), luminescence, 24 h; Potency, µM (top dose mostly 46.1 µM), inactives show at the top dose activation, usual class: activators; 0.31% of 410,000 active; AID 624171; note: potency is the fitted concentration of half-maximal effect; % of control where 0% means no effect; nearly all actives have a fitted effect of over 65% in size
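Each well held 1000 AREc32 cells, which were incubated with compound for 24 hr at 37 deg C after overnight attachment, and ARE reporter activity was quantified by firefly luciferase luminescence.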
* = called active by the depositor; i = inactive; u = inconclusive; x = no result given; & = joins results of further samples; [ ] = dose if it differs, or a comment. Unless noted, calls come from the whole dose curve; as a rule, active = well fitted curve in the direction sought with a large enough effect; inconclusive = small, poorly fitted or top-dose-only effect, or another doubt; inactive = no such curve, though single readings can be large; an effect the other way counts as inactive or inconclusive.

The line under a structure holds: CCT chaperon mod	Nrf2 block	TGFb SMAD3 inh	MmCpn inh	A549 tox	pAkt inh	HepG2 tox	Abeta yeast res	Nrf2 ARE act
CN(c1ccc(C(=O)Nc2cccnc2)cc1)S(C)(=O)=O
    0.7	x	6%	0%	-10%	i	6%	9%[9.22 µM]	-0.5%
COc1ccccc1NC(=O)CSc1ncc2c(n1)-c1cc(Cl)ccc1N(C)S2(=O)=O
    x	u	-1%	x	-1%	x	-19%	-10%	5.0%
O=C(NCCOc1nc(N2CCOCC2)nc(N2CCOCC2)n1)Nc1ccccc1
    -0.5	-13%	-26%	0%	2%	i	-17%	-7%	1.8%
O=C1C(=O)N(CCCn2ccnc2)C(c2cccnc2)/C1=C(/O)c1ccc(F)cc1 (stereo not given)
    -0.1	10%	-1%	1%	17%	i	7%	-14%	-0.1%
O=C(Nc1ccccc1Cl)OCC#CCOC(=O)Nc1ccccc1Cl
    1.8	x	2%	x	x	i	2%	-4%	0.3%
Cc1ccc2[nH]c(=O)c(CN(CCCO)C(C)c3nnnn3Cc3ccco3)cc2c1 (stereo not given)
    -2.8	-11%	-1%	1%	2%	i	3%	5%	3.5%
Cn1c(CC(=O)Nc2ccccc2)nnc1SCC(=O)NC1=NCCS1
    -0.6	-2%	3%	1%	1%	i	10%	-11%	-0.1%
CC(=O)NCCc1nc2cc(NS(=O)(=O)c3ccc(Cl)cc3)ccc2n1C
    -1.2	4%	5%	u	-8%	i	-21%	-13%	0.3%
O=C(COC(=O)c1ccc(Br)cc1)NC1CCCC1
    3.2	-21%	4%	2%	-5%	i	5%	-7%	-1.1%
Cc1cc(C)c(Cn2c(=O)n(CCC(=O)NCc3ccc4c(c3)OCO4)c(=O)c3ccccc32)c(C)c1
    x	3%	-1%	x	1%	x	3%	0%	-0.6%
Cc1cc(C=O)c(C)n1-c1cccc(C(=O)O)c1
    1.4	9%	-2%	-1%	0%	i	4%	-3%	0.4%
CCOC(=O)C1CCCN(C(=O)CC(c2ccccc2)c2ccccc2)C1 (stereo not given)
    -1.0	-21%	22%	-2%	0%	u	-1%	1%	5.8%
O=S(=O)(/N=C(/Nc1ccccn1)c1ccccc1)c1ccc(Cl)cc1
    0.7	x	-8%	0%	-4%	x	0%	17%	2.4%
CCOC(=O)c1ccc(-n2c(CN3CCN(CCO)CC3)nc3ccc([N+](=O)[O-])cc3c2=O)cc1
    2.3	16%	-4%	-29%	5%	i	22%	3%	-0.2%
CCCCCCC(c1c(C)n(C)n(-c2ccccc2)c1=O)c1c(C)n(C)n(-c2ccccc2)c1=O
    -1.3	-9%	3%	2%	-7%	i	3%	2%	-0.2%
COc1cc2c(cc1OC)C(COc1ccc(C(C)C)cc1)NCC2 (stereo not given)
    -24	0%	u	-1%	-12%	x	-60%	-4%	12%
Cc1noc(C)c1S(=O)(=O)N1CCCN(C(=O)/C=C/c2ccccc2F)CC1
    1.7	-23%	0%	0%	-8%	i	-5%	-1%	3.5%
COC(=O)CSc1nnc(CNC(=O)c2ccccc2OC)n1-c1ccc(OC)cc1
    -2.4	10%	u	-24%	14%	i	-1%	1%	-0.2%
O=C(CCc1nnc(CCCCc2ccccc2)o1)NCCc1cccnc1
    -7.7	-27%	14%	-1%	4%	i	9%	-9%	0.1%
Cc1cc(-n2c(C)cc(C(=O)CSc3ncnc4ccccc34)c2C)no1
    -2.4	4.6µM*	-6%	u	u	i	-32%	7%	6.0%
COc1ccc(C2=CC(=O)C[C@H](c3ccc(OC)c(OC)c3)C2)cn1
    0.6	-33%	u	-1%	-1%	i	0%	8%	1.0%
COc1ccc(NC(=O)N2CCCc3ccccc32)c(OC)c1
    0.0	3%	-10%	-12%	7%	i	-3%	-1%	0.0%
C/C(=N\NC(=O)c1ccc(Cn2cc([N+](=O)[O-])cn2)o1)c1cccc(NC(=O)c2cccnc2)c1
    -0.6	8%	0%	0%	1%	i	4%	10%	1.7%
CCN1CCN(C(=O)/C(=C/c2cccs2)NC(=O)c2ccc(C)c(C)c2)CC1
    -0.1	-7%	-9%	-2%	10%	i	-2%	3%	-0.1%
Cc1cc(C(C)(C)C)c(O)c(C(C)(C)C)c1
    -0.9	13%	1%	-1%	-4%	i	2%	-9%	-1.2%
Cc1cc(OC(C)C(=O)NCc2ccccn2)c2c(C)c(Cc3ccccc3)c(=O)oc2c1 (stereo not given)
    0.6	-5%	u	-8%	-5%	i	5%	3%	0.0%
Cc1ccc(CNC(=O)c2ccc3c(c2)NC(=O)C(CS(=O)(=O)Cc2cccc(C)c2)N3)cc1 (stereo not given)
    x	u	-2%	x	6%	x	-3%	2%	-0.3%
CCOC(=O)Nc1ccc2c(c1)N(C(=O)N1CCN(C)CC1)c1ccccc1S2
    -1.3	9%	-10%	1%	-11%	i	-45%	-14%	3.1%
COc1cc(-c2nc3ccc4ccccc4c3c3c2CCC3)cc(OC)c1OC
    -2.9	u	6%	0%	-12%	i	-7%	0%	2.8%
COc1ccc(NC(=O)c2cc3cc(C)ccc3n2C)cc1
    x	6%	29%	x	7%	x	0%	-2%	11%

Just A549 tox, Nrf2 block and MmCpn inh (two entries from above):
| SMILES | A549 tox | Nrf2 block | MmCpn inh |
| --- | --- | --- | --- |
| COc1cc(-c2nc3ccc4ccccc4c3c3c2CCC3)cc(OC)c1OC | -12% | u | 0% |
| O=C(CCc1nnc(CCCCc2ccccc2)o1)NCCc1cccnc1 | 4% | -27% | -1% |

Reformatted: entries from further up
structure,CCT chaperon mod,Nrf2 block,TGFb SMAD3 inh,MmCpn inh,A549 tox,pAkt inh,HepG2 tox,Abeta yeast res,Nrf2 ARE act
COc1ccc(C2=CC(=O)C[C@H](c3ccc(OC)c(OC)c3)C2)cn1,0.6,-33%,u,-1%,-1%,i,0%,8%,1.0%
COc1ccc(NC(=O)N2CCCc3ccccc32)c(OC)c1,0.0,3%,-10%,-12%,7%,i,-3%,-1%,0.0%
C/C(=N\NC(=O)c1ccc(Cn2cc([N+](=O)[O-])cn2)o1)c1cccc(NC(=O)c2cccnc2)c1,-0.6,8%,0%,0%,1%,i,4%,10%,1.7%
CCN1CCN(C(=O)/C(=C/c2cccs2)NC(=O)c2ccc(C)c(C)c2)CC1,-0.1,-7%,-9%,-2%,10%,i,-2%,3%,-0.1%
Cc1cc(C(C)(C)C)c(O)c(C(C)(C)C)c1,-0.9,13%,1%,-1%,-4%,i,2%,-9%,-1.2%
Cc1cc(OC(C)C(=O)NCc2ccccn2)c2c(C)c(Cc3ccccc3)c(=O)oc2c1 (stereo not given),0.6,-5%,u,-8%,-5%,i,5%,3%,0.0%
Cc1ccc(CNC(=O)c2ccc3c(c2)NC(=O)C(CS(=O)(=O)Cc2cccc(C)c2)N3)cc1 (stereo not given),x,u,-2%,x,6%,x,-3%,2%,-0.3%
CCOC(=O)Nc1ccc2c(c1)N(C(=O)N1CCN(C)CC1)c1ccccc1S2,-1.3,9%,-10%,1%,-11%,i,-45%,-14%,3.1%
COc1cc(-c2nc3ccc4ccccc4c3c3c2CCC3)cc(OC)c1OC,-2.9,u,6%,0%,-12%,i,-7%,0%,2.8%
COc1ccc(NC(=O)c2cc3cc(C)ccc3n2C)cc1,x,6%,29%,x,7%,x,0%,-2%,11%

Further results follow:
The line under a structure holds: CCT chaperon mod	Nrf2 block	TGFb SMAD3 inh	MmCpn inh	A549 tox	pAkt inh	HepG2 tox	Abeta yeast res	Nrf2 ARE act
CCN(CC)C(=O)[C@H]1C[C@H](CC(=O)NC(C)(C)C)C(=O)N2CCc3c([nH]c4cc(CCC(=O)N(C)C)ccc34)[C@]12C
    -5.5	4%	10%	-2%	0%	i	-3%	6%	-0.6%
C=CCOc1ccc(CN(C)C(=O)CNC(=O)c2ccc(-c3ccccc3)cc2)cc1
    -2.2	16µM*	u	-1%	-21%	i	-26%	4%	2.4%
COc1cc(OC)cc(C(C(=O)NC2CCCCC2)N(C(=O)c2ccno2)c2ccccc2)c1 (stereo not given)
    0.0	12%	4%	2%	3%	i	-5%	5%	-0.8%
O=C(O)C1OC1(c1ccccc1Cl)c1ccccc1Cl (stereo not given)
    -4.8	4%	u	x	-2%	i	-3%	4%	-0.2%
COc1ccccc1CC1(C)C(=O)Nc2ccc(OC(F)(F)F)cc21 (stereo not given)
    0.7	x	20µM*	x	x	i	-71%	-7%	0.6%
CCN(CCCNC(=O)C1CCCN(S(=O)(=O)c2cnc[nH]2)C1)c1ccccc1 (stereo not given)
    -0.4	0%&6%	2%&-2%	-3%	1%&0%	i	-15%&6%	6%	-0.3%
O=C(CSc1c2c(nc3ccc(Cl)cc13)CCCC2)N1CCCCC1
    x	1%	u	x	-4%	x	-54%	-39%[inhibitor]	19%
CCOC(=O)c1c(C)oc2ccc(OC(=O)COc3c(F)c(F)c(F)c(F)c3F)cc12
    -2.6	0%	4%	2%	-4%	i	2%	-10%	2.3%
Oc1ccc2ccccc2c1C=Nc1ccc(Cl)cn1
    -0.5	18%	-13%	0%	1%	i	16%	-13%	5.1%
Cc1nn2c(N3CCCC3)c3c(nc2c1-c1ccccc1)CCC3
    -0.8	u	-2%	1%	-3%	i	15%	-6%	0.4%
N#CCN1CCN(CC(=O)Nc2cccc3ccccc23)CC1
    -0.2	-10%	1%	-3%	-3%	i	-18%	-6%	3.2%
